# hcDAF12 agonist = H. contortus DAF-12 nuclear receptor activators, primary screen, cell-based, luminescence, HEK293, lit1-tk-luc reporter | HEK293 hcDAF-12 lit1-tk-luc reporter; 0% DMSO, 100% Δ7-dafachronic acid | activation, % at 6.8 µM | 370,000 compounds, 1.4% hits | AID 652067, 2013;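 active = activation above the mean of all tested compounds plus 3 SD, cut at about 5.5% in these data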;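 also: 100% = response to 3 µM Δ7-dafachronic acid high control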
# PLCg1 inh = PLC-gamma1 enzyme inhibitors, primary screen, biochemical, fluorescence, purified enzyme. 1-phosphatidylinositol 4,5-bisphosphate phosphodiesterase gamma-1 (Homo sapiens), P19174. fluorogenic substrate. inhibition, % at 12.2 µM. 370,000 compounds, 0.84% hits; in the data active = inhibition above about 9.5%
# DAX1 inh-1 = DAX1 (NR0B1) inhibitors on StAR promoter, primary screen, cell-based, luminescence, SF-1 (NR5A1), full-length DAX-1. HEK293T StAR-luciferase reporter, SF-1/DAX-1 repression relief. inhibition, % at 6.8 µM. 370,000 compounds, 1.1% hits. AID 652010, 2013;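 active = inhibition above the mean over all tested compounds plus 3 SD, cut at about 3.6% in these data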;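 also: 0% = DAX-1 cells with DMSO and 100% = cells lacking DAX-1 with DMSO; higher inhibition means more luminescence from relief of DAX-1 repression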
# GAA850 FXN act = FXN promoter activators, primary screen, cell-based, luciferase luminescence, HEK293 lucGAA850; AID 540364, 2011; activation, % at 6 µM; HEK293 lucGAA850 FXN promoter luciferase reporter, 24 h; percent of 10 µM SAHA response; 360,000 compounds, 0.56% hits;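 active = activation above the average of all compounds screened plus 3 SD, cutoff fixed separately per campaign, cut at about 7.5% in these data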;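 also: 0% = DMSO wells and 100% = 10 µM SAHA wells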
# ADAM10 inh = human ADAM10 inhibitors, primary screen, biochemical, QFRET, HTS; recombinant ADAM10, EDANS/DABCYL FRET peptide cleavage, 3 h; inhibition, % at 7 µM; AID 720582, 2013; Disintegrin and metalloproteinase domain-containing protein 10 (Homo sapiens), O14672; 370,000 compounds, 0.62% hits;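 active = inhibition above a per-campaign cutoff equal to the mean of compounds falling between control-based bounds plus 3 SD, cut at about 20% in these data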;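 also: 0% = DMSO wells while the 100% control is not disclosed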
# PLCb3 inh = human PLC-beta3 inhibitors, primary screen, biochemical, fluorescence; 1-phosphatidylinositol 4,5-bisphosphate phosphodiesterase beta-3 (Homo sapiens), Q01970; Purified PLC-beta3, fluorogenic substrate; inhibition, % at 12.2 µM; 370,000 compounds, 0.18% hits; in the data active = inhibition above about 11%;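 also: 0% = median of compound wells on plate and 100% = full blocker control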
# HGIII-sPLA2 inh = human group III sPLA2 inhibitors, primary screen, biochemical, QFRET, BODIPY PC-A2 liposome substrate. AID 743126, 2013. QFRET BODIPY PC-A2 liposome hydrolysis, fluorescence. inhibition, % at 12.2 µM. 370,000 compounds, 0.56% hits;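 active = inhibition above mean plus 3 SD of compounds lying within the high and low control bounds, cut at about 19% in these data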;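 also: 0% = median of test compound wells and 100% = no enzyme DMSO wells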
# Target sequence (Q9NZ20 whole entry, looked up): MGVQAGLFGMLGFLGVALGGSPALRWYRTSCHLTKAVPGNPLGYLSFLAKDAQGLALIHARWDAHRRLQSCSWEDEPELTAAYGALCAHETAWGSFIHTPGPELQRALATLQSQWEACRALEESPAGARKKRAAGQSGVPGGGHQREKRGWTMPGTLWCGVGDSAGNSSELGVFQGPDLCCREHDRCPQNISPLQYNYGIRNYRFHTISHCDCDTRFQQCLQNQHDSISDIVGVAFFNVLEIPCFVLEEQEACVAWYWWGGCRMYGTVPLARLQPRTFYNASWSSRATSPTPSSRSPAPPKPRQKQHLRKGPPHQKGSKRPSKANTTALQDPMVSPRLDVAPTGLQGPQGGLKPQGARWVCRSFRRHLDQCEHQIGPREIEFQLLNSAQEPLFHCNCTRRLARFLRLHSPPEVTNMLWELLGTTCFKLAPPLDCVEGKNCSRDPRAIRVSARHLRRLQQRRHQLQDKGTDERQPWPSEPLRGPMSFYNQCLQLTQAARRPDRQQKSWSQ
# ADAM17 inh = ADAM17 inhibitors, primary screen, biochemical, QFRET; Disintegrin and metalloproteinase domain-containing protein 17 (Homo sapiens), P78536; recombinant ADAM17, EDANS/DABCYL FRET peptide cleavage; inhibition, % at 6.95 µM; 370,000 compounds, 0.83% hits; AID 720648, 2013;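 active = inhibition above the mean of compounds lying between control limits plus 3 SD, set per campaign, cut at about 8.5% in these data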;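 also: 0% = DMSO-only wells as the low control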
# ssDAF-12 act = S. stercoralis DAF-12 nuclear receptor activators, primary screen, cell-based, luminescence, HEK293, GRIP1 co-expression, lit1-tk-luc; Nuclear hormone receptor DAF-12 (Strongyloides stercoralis); HEK293 ssDAF-12/GRIP1 lit1-tk-luc reporter; % of 3 µM dafachronic acid response; activation, % at 6.8 µM; 370,000 compounds, 1% hits;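 active = activation above the mean over all tested compounds plus 3 SD, cut at about 0.9% in these data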;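 also: 0% = DMSO-only wells and 100% = 3 µM delta7-dafachronic acid wells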
# DAX1 inh-2 = DAX1 (NR0B1) inhibitors, primary screen, cell-based, HEK293, Gal4-DAX1, luciferase luminescence; Nuclear receptor subfamily 0 group B member 1 (Homo sapiens), P51843; HEK293 Gal4-DAX1 luciferase reporter; inhibition, % at 6.75 µM; 340,000 compounds, 0.99% hits; AID 504766, 2011;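 active = inhibition above the mean over all tested compounds plus 3 SD, cut at about 4.2% in these data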;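 also: 0% = DAX1-transfected cells with DMSO and 100% = empty-vector control cells with DMSO; inhibition shows as a rise in luminescence from relieved DAX1 repression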
# Target sequence (P51843 207-470 limits assumed): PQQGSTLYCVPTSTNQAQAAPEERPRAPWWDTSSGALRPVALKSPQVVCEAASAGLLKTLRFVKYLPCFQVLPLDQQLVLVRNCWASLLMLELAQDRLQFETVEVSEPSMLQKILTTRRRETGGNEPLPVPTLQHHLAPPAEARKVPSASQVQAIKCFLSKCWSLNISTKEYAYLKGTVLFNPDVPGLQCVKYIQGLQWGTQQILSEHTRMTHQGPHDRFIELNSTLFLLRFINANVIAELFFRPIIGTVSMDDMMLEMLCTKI
# hgDAF12 agonist = H. glycines DAF-12 receptor agonists, primary screen, cell-based, luminescence, HEK293, GAL4 fusion, UAS-luciferase | Nuclear hormone receptor DAF-12 (Heterodera glycines), GAL4 fusion | HEK293 GAL4-hgDAF12 UAS-luciferase reporter, agonist luminescence; normalized to butyrate control | activation, % at 6.8 µM | 370,000 compounds, 1.8% hits | AID 687014, 2013;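 active = activation above a cutoff set at the mean of all screened compounds plus 3 SD, cut at about 10% in these data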;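 also: 0% = DMSO wells and 100% = sodium butyrate wells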
# Numbers without * were called inactive; . = no result given; & = joins results of further samples. This is a subset (hit frequency here may not be typical).
# Screens by letter – A = hcDAF12 agonist; B = PLCg1 inh; C = DAX1 inh-1; D = GAA850 FXN act; E = ADAM10 inh; F = PLCb3 inh; G = HGIII-sPLA2 inh; H = ADAM17 inh; I = ssDAF-12 act; J = DAX1 inh-2; K = hgDAF12 agonist
CC1=C(C(=O)O)N2C(=O)[C@@H](NC(=O)CCCC(=O)O)[C@H]2SC1
  A: -0.2 | B: 4.5 | C: 0.4 | D: -1.1 | E: -17.8 | F: 0.7 | G: 12.6 | H: -6.3 | I: -1.3 | J: -1.6 | K: -0.1
Cn1cccc1CN1CCN(C(=O)COc2ccccc2)CC1
  A: -0.5 | B: -3.2 | C: 0.3 | D: 0.7 | E: -8.8 | F: -6.6 | G: 2.7 | H: 1.6 | I: -0.4 | J: 1.0 | K: 0.7
CCN(CC)P(=O)(NC(=O)C(Cl)(Cl)Cl)N(CC)CC.[Cl-].[Cl-].[Cl-].[Nd+3]
  A: -0.1&-1.0 | B: 1.5&2.8 | C: 0.0&-0.2 | D: -1.1&0.2 | E: -6.5&9.6 | F: 4.8&1.9 | G: 5.1&-8.9 | H: -4.0&5.4 | I: -0.7&-1.8 | J: 0.2&-1.3 | K: 6.0&0.3
COC(=O)C1=C(N)Oc2c(c(=O)oc3ccccc23)[C@]12C(=O)N(C)c1ccccc12
  A: 1.8 | B: 0.0 | C: 0.3 | D: -0.3 | E: -3.3 | F: -0.7 | G: -4.9 | H: -1.3 | I: -1.0 | J: -0.2 | K: 0.8
Cc1onc(-c2ccccc2)c1C(=O)N1CCC2(CC1)OCCO2
  A: -1.7 | B: 4.5 | C: 0.4 | D: -0.8 | E: -9.5 | F: 2.3 | G: 5.8 | H: -4.5 | I: -0.9 | J: 1.5 | K: -0.3
CCOC(=O)C1C(=O)N(C)C2(C)CC1c1ccccc1O2 (centres undefined)
  A: -0.6 | B: -0.3 | C: -0.3 | D: -2.3 | E: 1.8 | F: 0.0 | G: 4.5 | H: -5.7 | I: -0.7 | J: 3.3 | K: -0.3
O=C1NCN(c2ccccc2)C12CCN(C(c1cccs1)c1nnnn1Cc1ccccc1)CC2 (centres undefined)
  A: -0.1 | B: 2.5 | C: -1.9 | D: . | E: 6.8 | F: 0.1 | G: -9.3 | H: 4.2 | I: -1.2 | J: . | K: -2.1
C=CCn1c(O)c(C(C)=Nc2cc(OC)ccc2OC)c(=O)[nH]c1=O
  A: -0.3 | B: -1.5 | C: 0.8 | D: 3.4 | E: -7.6 | F: -0.7 | G: 2.9 | H: -6.4 | I: -1.3 | J: -0.7 | K: -2.7
Cn1c(O)c(C=NC2CC(C)(C)NC(C)(C)C2)c(=O)n(C)c1=O
  A: -1.1 | B: 1.5 | C: 0.6 | D: 1.4 | E: -4.6 | F: 0.3 | G: 7.3 | H: -3.0 | I: -0.5 | J: 0.2 | K: -1.1
CCC1=Nc2cc(C(=O)N3CCC4(CC3)OCCO4)ccc2Sc2ccccc21
  A: -2.1 | B: -0.1 | C: -0.5 | D: 0.5 | E: -2.3 | F: -6.1 | G: 1.9 | H: -1.1 | I: -1.0 | J: 0.4 | K: -2.1
CC(=NCc1cccnc1)c1c(O)n(C2CCCCC2)c(=O)[nH]c1=O
  A: -1.5 | B: 1.2 | C: -0.9 | D: 1.9 | E: -5.2 | F: 3.0 | G: -2.4 | H: 0.3 | I: -1.2 | J: -0.5 | K: 1.5
COC1=CC=C2[C@H]3Cc4ccc(OC)c5c4[C@@]2(CCN3C)C1O5 (some centres undefined)
  A: 2.0 | B: 2.5 | C: 0.1 | D: 1.5 | E: -16.6 | F: -1.3 | G: 0.0 | H: -0.1 | I: -1.1 | J: -0.1 | K: -1.6
Cn1c(O)c(C(=Nc2ccccc2)SCc2ccccc2Cl)c(=O)n(C)c1=O
  A: 4.6 | B: -0.8 | C: 0.0 | D: -2.2 | E: 4.9 | F: -3.9 | G: 0.3 | H: -2.4 | I: -1.1 | J: -1.4 | K: 3.8
COc1cc(O)c(C(=O)O)c(-c2cc(O)c(O)cc2C)c1
  A: 2.4 | B: -18.8 | C: -0.6 | D: -1.7 | E: -3.2 | F: -26.3 | G: -19.1 | H: -2.7 | I: -1.4 | J: -1.5 | K: 2.5
CN1CCc2nc3sc(C(=O)NC4CC4)c(N)c3cc2C1
  A: 0.2 | B: -85.2 | C: 0.5 | D: 2.0 | E: -59.4 | F: -106.7 | G: -1.4 | H: -16.3 | I: -1.4 | J: 0.1 | K: 1.9
CN(C(=O)CNC(=O)OCc1ccccc1)c1ccc(Br)cc1C(=O)c1ccccc1Cl
  A: -1.9 | B: -6.8 | C: -2.2 | D: -5.3 | E: 0.5 | F: -10.9 | G: -21.3 | H: -0.1 | I: -1.2 | J: -1.7 | K: 1.1
CCOC(=O)c1cc2cc(OC)ccc2n1C1CCN(Cc2ccccc2)CC1
  A: 0.8 | B: -54.0 | C: 1.4 | D: . | E: -72.7 | F: -72.0 | G: -2.4 | H: -17.1 | I: -0.9 | J: . | K: 3.5
CC(C)(C)C(=O)c1cn(CC(=O)NCc2ccco2)c2ccccc12
  A: 2.7 | B: -3.7 | C: 1.2 | D: 2.6 | E: -2.5 | F: -0.7 | G: -5.1 | H: -0.3 | I: 0.5 | J: 2.7 | K: 10.2
C=Cn1ccnc1P(=S)(c1ccccc1)c1nccn1C=C
  A: -0.2 | B: 1.1 | C: -0.3 | D: -0.5 | E: -9.9 | F: 0.0 | G: 0.5 | H: -1.4 | I: -0.6 | J: 0.1 | K: -4.3
C=CCN1C(=O)NC(=O)C(CCc2ccncc2)(CCc2ccncc2)C1=O
  A: 2.0 | B: -1.0 | C: 0.8 | D: -0.5 | E: 4.3 | F: 1.1 | G: -3.4 | H: -2.3 | I: -1.1 | J: -0.3 | K: 8.5
COc1ccc(CN2CCN(Cc3ccccc3)CC2)c(OC)c1
  A: 1.4 | B: 1.3 | C: 0.0 | D: -2.0 | E: 0.2 | F: -10.7 | G: 2.7 | H: -2.7 | I: -0.7 | J: 0.6 | K: 0.1
CCN1CCN(C(=O)Cc2ccccc2OC)CC1
  A: 0.1 | B: -0.4 | C: 0.5 | D: -0.5 | E: -1.0 | F: -6.2 | G: -1.9 | H: -2.6 | I: -1.3 | J: 0.4 | K: -0.3
COc1ccc(S(=O)(=O)N2CCOCC2)cc1NC(=O)COC(=O)Cc1ccccc1
  A: 1.9 | B: 1.2 | C: -0.5 | D: 0.1 | E: -8.6 | F: 1.9 | G: -0.7 | H: 0.2 | I: -0.9 | J: 0.4 | K: -1.7
CCOC(=O)c1ccc(NC(=O)N2C[C@@H]3C[C@@H](C2)c2cccc(=O)n2C3)cc1
  A: -0.3 | B: 5.3 | C: 0.5 | D: 0.2 | E: -17.5 | F: 2.8 | G: 12.7 | H: 0.6 | I: -1.4 | J: 1.4 | K: -3.0

# Part of the list above in a different format:
# Values run as follows: hcDAF12 agonist | PLCg1 inh | DAX1 inh-1 | GAA850 FXN act | ADAM10 inh | PLCb3 inh | HGIII-sPLA2 inh | ADAM17 inh | ssDAF-12 act | DAX1 inh-2 | hgDAF12 agonist
> CN(C(=O)CNC(=O)OCc1ccccc1)c1ccc(Br)cc1C(=O)c1ccccc1Cl
 : -1.9 | -6.8 | -2.2 | -5.3 | 0.5 | -10.9 | -21.3 | -0.1 | -1.2 | -1.7 | 1.1
> CCOC(=O)c1cc2cc(OC)ccc2n1C1CCN(Cc2ccccc2)CC1
 : 0.8 | -54.0 | 1.4 | . | -72.7 | -72.0 | -2.4 | -17.1 | -0.9 | . | 3.5
> CC(C)(C)C(=O)c1cn(CC(=O)NCc2ccco2)c2ccccc12
 : 2.7 | -3.7 | 1.2 | 2.6 | -2.5 | -0.7 | -5.1 | -0.3 | 0.5 | 2.7 | 10.2
> C=Cn1ccnc1P(=S)(c1ccccc1)c1nccn1C=C
 : -0.2 | 1.1 | -0.3 | -0.5 | -9.9 | 0.0 | 0.5 | -1.4 | -0.6 | 0.1 | -4.3
> C=CCN1C(=O)NC(=O)C(CCc2ccncc2)(CCc2ccncc2)C1=O
 : 2.0 | -1.0 | 0.8 | -0.5 | 4.3 | 1.1 | -3.4 | -2.3 | -1.1 | -0.3 | 8.5
